# IEC-6 tox = IEC-6 cytotoxicity, counter-screen for KLF5 inhibitors; luminescence viability; inhibition, % at 5 µM; AID 1825; 290,000 tested, 0.78% active; in the data active means inhibition above about 22%;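 further: 0% = plate median of test compound wells and 100% = cytotoxic reference compound wells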
# HSF1 inh = HSF1 inhibition; NIH3T3-HGL HSE-luciferase, MG132-induced, luminescence 8 h; stronger effect = lower value; activity change, negative = inhibition, % at 7.5 µM (by protocol); 300,000 tested, 0.77% active; AID 2098;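 active means more than half of replicate wells show activity change below -50%, luminescence cut by over half; inconclusive means some wells, but at most half, below -50%; inactive means no replicate well below -50%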;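 further: luciferase reports HSF-1 transcriptional activity via heat shock element; 0% = median of DMSO wells and -100% = zero luminescence signal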
# aSyn 5UTR inh = MLPCN primary screen, SNCA 5' untranslated region; alpha-synuclein 5'UTR reporter, inhibitor activity; inhibition, % (tested at 7.5 µM); 300,000 tested, 0.82% active; in the data active means inhibition above about 60%; inconclusive means no clear call, values can overlap the other calls;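 further: H4 neuroglioblastoma cells stably carrying SNCA 5'UTR luciferase fusion; 0% = DMSO wells and 100% = positive control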
# Platelet DG rel = modulates dense granule release in human platelets; human platelet-rich plasma, SFLLRN dense granule ATP release, luminescence; inhibition, %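 (compounds screened at 7.5 µM in platelet-rich plasma)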; 300,000 tested, 0.22% active;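 active means mean replicate score, as percent of positive control, at or above 50; inconclusive means mean below 50 but at least one replicate at or above 50; inactive means mean and every replicate below 50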
# DYRK1A inh = Dyrk1A (rat) kinase inhibition. Q63470. ADP-Glo luminescence, NFATc1 peptide. inhibition, % at 12.5 µM. 310,000 tested, 0.43% active. AID 504441; in the data active means inhibition above about 50%;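 further: plate controls were vehicle with enzyme for no effect and no enzyme for full effect; many of its hits are not listed in these tables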
# HSF1 activator = increases HSF-1 driven luciferase reporter signal | AID 504408 | NIH3T3-HGL HSF-1 luciferase reporter, MG132, 8 h; 100% = twice DMSO control signal | activation, % at 9 µM | 300,000 tested, 1.7% active;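 active means mean replicate activation of at least 50% with a set share of replicates each reaching 50%; inconclusive means only one of those two conditions met; inactive means mean below 50% and too few replicates reaching it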;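 further: 0% = median of the neutral control wells and 100% = twice that signal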
# HSP90 refold inh = inhibitors of HSP90 luciferase refolding in rabbit reticulocyte lysate; luciferase refolding luminescence, 3 h; 290,000 tested, 0.91% active; AID 1789; inhibition, % at 5.6 µM;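 active means inhibition above the screen-wide mean plus 3 SD, computed separately per campaign, cut at about 16% in these data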;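 further: 0% = DMSO wells and 100% = 60 µM geldanamycin wells; inhibitors lower the luminescence because luciferase stays unfolded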
# GSK3beta inhib = inhibitors of human GSK3beta kinase; P49841; GST-GSK3beta kinase, ADP-Glo luminescence, 60 min; stronger effect = lower value; activity score (negative = inhibition), % at 10 µM; 300,000 tested, 0.038% active;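 active means more than half of replicate wells score below -50%, meaning over 50% inhibition versus plate controls; inconclusive means some replicates but at most half score below -50%; inactive means no replicate scores below -50%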;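 further: 0% = median DMSO wells and -100% = median GW8510 positive control wells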
# Target sequence (P49841 whole entry, looked up): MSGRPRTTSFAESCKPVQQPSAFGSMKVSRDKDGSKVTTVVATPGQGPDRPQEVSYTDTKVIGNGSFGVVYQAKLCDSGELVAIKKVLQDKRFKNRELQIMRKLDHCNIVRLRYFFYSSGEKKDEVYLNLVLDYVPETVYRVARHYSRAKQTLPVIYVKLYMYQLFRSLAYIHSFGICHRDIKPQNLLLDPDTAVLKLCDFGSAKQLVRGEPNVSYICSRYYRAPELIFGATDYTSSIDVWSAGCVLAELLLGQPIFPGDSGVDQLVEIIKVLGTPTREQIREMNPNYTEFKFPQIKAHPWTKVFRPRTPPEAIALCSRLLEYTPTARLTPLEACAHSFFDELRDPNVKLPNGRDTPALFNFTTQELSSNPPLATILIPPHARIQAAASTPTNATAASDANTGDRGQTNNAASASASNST
#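 test system = GST-tagged human GSK3beta kinase, cell-free | reagent = 25 µM ATP with peptide substrate | dosing = one dose of 10 µM per compound | schedule = 60 min reaction, RT | detection = luminescent ADP-Glo measurement of ADP formed | control set = DMSO neutral wells and GW8510 at 20 µM as positive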
# GSK3 alpha inh = human GSK-3 alpha kinase inhibition; P49840; ADP-Glo luminescence, 60 min; inhibition, % at 10 µM; 320,000 tested, 0.1% active; AID 2650;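 in the data active means inhibition above about 50%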;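 further: GST-tagged GSK-3 alpha with peptide substrate and 25 µM ATP; 0% = DMSO neutral wells and 100% = GW8510 positive control wells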
# Target sequence (P49840 whole entry, looked up): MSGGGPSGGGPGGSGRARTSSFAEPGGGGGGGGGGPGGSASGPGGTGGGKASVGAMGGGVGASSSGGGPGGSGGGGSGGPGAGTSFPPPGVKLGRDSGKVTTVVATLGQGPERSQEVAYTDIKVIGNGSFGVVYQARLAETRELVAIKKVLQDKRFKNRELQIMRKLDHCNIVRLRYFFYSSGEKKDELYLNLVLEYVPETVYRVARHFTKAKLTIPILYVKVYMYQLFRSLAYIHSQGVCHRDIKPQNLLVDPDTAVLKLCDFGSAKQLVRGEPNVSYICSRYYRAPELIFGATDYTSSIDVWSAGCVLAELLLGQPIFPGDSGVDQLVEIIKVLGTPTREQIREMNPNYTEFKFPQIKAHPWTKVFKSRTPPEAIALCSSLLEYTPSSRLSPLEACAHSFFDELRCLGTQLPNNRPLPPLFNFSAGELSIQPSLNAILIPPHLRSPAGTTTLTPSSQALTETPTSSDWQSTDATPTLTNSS
# KLF5 inhibitor = inhibitors of KLF5 expression; DLD-1 KLF5 promoter-luciferase reporter, luminescence; inhibition, % at 5 µM; 290,000 tested, 0.23% active; AID 1700;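 active means inhibition above a per-plate limit of that plate's mean compound inhibition plus 3 SD, cut at about 60% in these data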;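 further: 0% = DMSO wells and 100% = LY294002 at 200 µM; higher means less KLF5 promoter-driven luciferase light; inactives centre near -14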
# The depositor's hits bear a star; u = inconclusive; x = no result given. An excerpt; count on the stated rates, not on these rows.
SMILES,IEC-6 tox,HSF1 inh,aSyn 5UTR inh,Platelet DG rel,DYRK1A inh,HSF1 activator,HSP90 refold inh,GSK3beta inhib,GSK3 alpha inh,KLF5 inhibitor
COc1ccc([N+](=O)[O-])cc1NC(=O)c1cccnc1,7,-8,-5,-1,-5,-15,0,x,-2,-36
COc1ccccc1C(=O)N(C1=NC(C)CS1)c1ccc(Cl)cc1 (stereo not drawn),6,1,1,-10,0,1,0,6,1,-3
CCCCN(C(=O)CSc1nnc(-c2ccc(OC)cc2)n1C(C)C)c1c(N)n(Cc2ccccc2)c(=O)[nH]c1=O,-5,-1,24,12,-2,-2,-3,-3,5,-13
O=C(/C=C/c1ccc(Cl)cc1)Nc1ccccc1N1CCOCC1,1,14,-5,-1,-3,17,-1,2,-1,-6
O=C(c1ccc2c(c1)OCO2)n1nnc2ccccc21,-5,-4,13,22,x,-5,0,2,x,-7
O=C(NCc1ccccc1Cl)C1CCCN(C(=O)Nc2ccc(F)cc2)C1 (stereo not drawn),-3,3,9,3,2,0,-6,3,-1,-1
FC(F)(F)c1cnc(C(c2ccccc2)c2ncn[nH]2)c(Cl)c1 (stereo not drawn),5,7,14,-1,-4,17,3,3,-4,-35
CN(CCNC(=O)c1cc2c(-c3ccccc3F)nn(C)c2s1)C1CCCCC1,4,-3,-11,1,12,3,5,-2,1,-8
OCOCCCn1c(C2CCCN2c2nc(-c3ccc(F)cc3)cs2)nc2cc(Cl)c(N3CCCCC3)cc21 (stereo not drawn),x,3,-42,-6,7,-6,x,-23,-1,x
Cc1ccc(OCC(=O)N2CCN(C(=O)c3ccc([N+](=O)[O-])cc3)CC2)cc1,6,-3,21,3,2,6,4,2,2,-36
Cc1ccc(NC(=O)/C=C/c2cccc(C(F)(F)F)c2)cc1,-1,10,-44,0,3,5,0,0,-4,4
Cc1ccc(C(=O)Nn2cnnc2)c(Cl)c1,-1,-8,11,10,x,-7,2,-3,-1,-7
CCOc1ccc(NC(=O)Nc2c(C)n(C)n(-c3ccccc3)c2=O)cc1,1,-3,15,6,-4,9,-2,5,1,-28
O=C(c1ccco1)N1CCN(C(=O)c2cnn(-c3cccc(F)c3)c2C2CCNCC2)CC1,-1,-4,-2,-3,3,-3,-4,0,-1,-14
CC(C)(CNC(=O)c1ccc(-c2ccccc2Cl)o1)N1CCOCC1,x,10,-124,-5,12,20,x,-2,4,x
O=C(O)CN1C(=O)CCS(=O)c2ccccc21 (stereo not drawn),6,-3,-4,2,9,2,4,-1,1,-35
Cc1cccc(C)c1NC(=O)Cn1nc(-c2ccc(Cl)s2)ccc1=O,-7,-2,-3,-5,x,14,-3,0,2,-4
CCOC(=O)C1(Cc2ccccc2)CCCN(C2CCCC2)C1 (stereo not drawn),4,x,x,16,11,x,0,3,-3,-29
Cc1cc(=O)oc(C)c1C(=O)NCCCN1CCN(c2ccccc2F)CC1,5,-6,0,-2,-4,0,3,-1,-2,-4
COc1ccc(NC(=O)CSc2nc(=O)n(CCN3CCOCC3)c3c2CCCC3)c(OC)c1,x,-7,17,1,x,-12,x,3,1,x
COc1ccccc1NS(=O)(=O)NC(=O)c1c(C)[nH]c2ccccc12,-4,1,-14,6,2,21,-4,1,-3,-1
O=C1COc2cc(ccc2[N+](=O)[O-])Oc2ccc(cc2Cl)C(=O)CCCCO1,x,0,-9,-1,9,-10,x,-1,0,x
COc1cccc2cc(C(C)N(CCCN3CCOCC3)C(=S)Nc3ccc(C)cc3)oc12 (stereo not drawn),2,1,-7,-10,1,16,2,4,-5,-38
Cc1cc([N+](=O)[O-])nn1Cc1ccc(C(=O)N/N=C/c2ccc(F)cc2)cc1,-1,-6,-17,6,3,-19,-2,3,-3,-14
CC(NC(=O)c1ccco1)C(=O)N1CCc2ccccc2C1 (stereo not drawn),0,0,-28,3,3,14,-6,-1,11,-26
# (list continues)
SMILES,IEC-6 tox,HSF1 inh,aSyn 5UTR inh,Platelet DG rel,DYRK1A inh,HSF1 activator,HSP90 refold inh,GSK3beta inhib,GSK3 alpha inh,KLF5 inhibitor
COc1cc2c(cc1NC(=O)C(C)OC(=O)c1ccc(S(=O)(=O)Nc3ccccc3Cl)cc1)oc1ccccc12 (stereo not drawn),3,2,-116,-14,0,2,-3,-2,x,-23
N#C/C(=C\c1ccco1)C(=O)NCc1ccccc1,0,-5,-25,-4,-7,5,0,-1,-1,-37
c1ccc(-c2cncn2-c2ccccc2)cc1,x,-3,-34,-2,1,-3,x,1,1,x
CCOC(=O)c1c(=O)n(O)c2ccc(C)cc2[n+]1[O-],5,-2,-14,-1,-5,-3,4,3,-2,0
S=C(Nc1ccc2nc(-c3ccccn3)c(-c3ccccn3)nc2c1)N1CCOCC1,0,-9,-8,-1,2,-7,-1,4,0,-10
O=C(CCC(=O)N(CC(=O)NC1CCCC1)Cc1ccc(F)cc1)Nc1nccs1,4,-4,-10,-4,-3,-6,-1,0,1,-16
COC(=O)c1cc(NS(=O)(=O)c2ccc(NCc3cccnc3)c([N+](=O)[O-])c2)cc(C(=O)OC)c1,-6,5,23,-8,3,-3,-5,2,x,-22
Cc1[nH]c2ccccc2c1/C=N/NC(=O)c1cccc([N+](=O)[O-])c1,11,-3,-65,4,0,-20,-2,1,-2,-10
O=C(NC1CCCCC1)C1c2ccccc2C(=O)N1Cc1ccco1 (stereo not drawn),-7,-1,6,-4,-4,20,0,-2,3,-5
CN(C)c1ccc(NC(=O)Cc2ccccc2)c2ccccc12,3,1,-2,2,0,13,-2,3,-2,-19
Cc1ccc(-c2c(C(=O)O)c(C(=O)O)c3n2CCC3)cc1,8,-10,-13,-1,-22,-4,-1,2,1,-36
CCS(=O)(=O)N1CCN(c2ccccn2)CC1,2,-4,6,1,6,-9,-2,2,3,-13
CS(=O)(=O)c1ccc(NCC2CCCO2)c([N+](=O)[O-])c1 (stereo not drawn),-6,-1,0,-5,5,13,2,1,1,-9
CC(=O)Nc1cc(Cl)c(N=Cc2ccc(O)cc2O)cc1Cl,-4,7,-7,-2,-19,3,-1,4,-5,-13
CCOC(=O)COc1c(/C=N\OC)cc(Cl)cc1OC,1,7,-1,-8,-4,8,-2,2,x,-20
CC(=O)c1cccc(NC(=O)Cn2cnc(S(=O)(=O)N3CCCCC3)c2)c1,1,-5,23,2,3,3,-6,1,-2,-29
Cc1cc(OCCOc2cccc3cccnc23)cc(C)c1Cl,-3,7,-3,-6,-5,10,3,4,-2,-19
COc1ccc(Cl)cc1Nc1nc(C)cc(=O)[nH]1,-1,-4,14,2,1,-2,-2,0,9,-9
Cc1noc(/C=C/N(C)C)c1S(=O)(=O)N(C)CC(=O)N1CCc2ccccc21,1,16,-9,11,x,22,-1,-3,2,-19
N=c1c2c(-c3ccccc3)c(-c3ccccc3)n(Cc3ccccc3)c2ncn1CCO,2,12,u,1,2,20,2,-7,5,76*
Cc1cc(OCC(=O)N[C@@H](Cc2c[nH]c3ccccc23)C(=O)O)c2c(C)c(C)c(=O)oc2c1,0,13,2,-7,2,22,-4,-1,5,-22
Cn1cnc(S(=O)(=O)N2CCN(c3ccc(Cl)cc3)CC2)c1,-8,-1,13,4,x,12,-4,4,1,-43
CCOc1cc2[nH]c(=O)n(CCCC(=O)NCc3ccc(OC)cc3)c(=O)c2cc1OCC,-6,4,-2,-2,-4,2,0,4,-2,-21
O=S(=O)(c1ccccc1)c1nc(-c2cccs2)oc1NCCCn1ccnc1,0,-5,0,-22,-1,26,-3,-2,-3,-9
CCOC(=O)CSC1=Nc2ccccc2C2=NC(CC(=O)NCc3cccs3)C(=O)N12 (stereo not drawn),6,-3,10,-7,-5,1,2,0,4,-10

# For reference, 12 of the compounds above:
SMILES,IEC-6 tox,HSF1 inh,aSyn 5UTR inh,Platelet DG rel,DYRK1A inh,HSF1 activator,HSP90 refold inh,GSK3beta inhib,GSK3 alpha inh,KLF5 inhibitor
COc1ccc([N+](=O)[O-])cc1NC(=O)c1cccnc1,7,-8,-5,-1,-5,-15,0,x,-2,-36
COc1ccccc1C(=O)N(C1=NC(C)CS1)c1ccc(Cl)cc1 (stereo not drawn),6,1,1,-10,0,1,0,6,1,-3
CCCCN(C(=O)CSc1nnc(-c2ccc(OC)cc2)n1C(C)C)c1c(N)n(Cc2ccccc2)c(=O)[nH]c1=O,-5,-1,24,12,-2,-2,-3,-3,5,-13
O=C(/C=C/c1ccc(Cl)cc1)Nc1ccccc1N1CCOCC1,1,14,-5,-1,-3,17,-1,2,-1,-6
O=C(c1ccc2c(c1)OCO2)n1nnc2ccccc21,-5,-4,13,22,x,-5,0,2,x,-7
O=C(NCc1ccccc1Cl)C1CCCN(C(=O)Nc2ccc(F)cc2)C1 (stereo not drawn),-3,3,9,3,2,0,-6,3,-1,-1
FC(F)(F)c1cnc(C(c2ccccc2)c2ncn[nH]2)c(Cl)c1 (stereo not drawn),5,7,14,-1,-4,17,3,3,-4,-35
CN(CCNC(=O)c1cc2c(-c3ccccc3F)nn(C)c2s1)C1CCCCC1,4,-3,-11,1,12,3,5,-2,1,-8
OCOCCCn1c(C2CCCN2c2nc(-c3ccc(F)cc3)cs2)nc2cc(Cl)c(N3CCCCC3)cc21 (stereo not drawn),x,3,-42,-6,7,-6,x,-23,-1,x
Cc1ccc(OCC(=O)N2CCN(C(=O)c3ccc([N+](=O)[O-])cc3)CC2)cc1,6,-3,21,3,2,6,4,2,2,-36
Cc1ccc(NC(=O)/C=C/c2cccc(C(F)(F)F)c2)cc1,-1,10,-44,0,3,5,0,0,-4,4
Cc1ccc(C(=O)Nn2cnnc2)c(Cl)c1,-1,-8,11,10,x,-7,2,-3,-1,-7

# Additional structures follow.
SMILES,IEC-6 tox,HSF1 inh,aSyn 5UTR inh,Platelet DG rel,DYRK1A inh,HSF1 activator,HSP90 refold inh,GSK3beta inhib,GSK3 alpha inh,KLF5 inhibitor
COC(=O)c1ccc(OCC2c3cc(OC)c(OC)cc3CCN2C(=O)C2CC2)cc1 (stereo not drawn),1,-3,16,4,-5,14,-3,0,-2,-19
CCC1(c2ccccc2)NC(=O)N(CC(=O)N(CC(=O)Nc2ccccc2C(F)(F)F)Cc2ccco2)C1=O (stereo not drawn),x,-2,-5,6,-5,10,x,3,-2,x
CCOC(=O)Nc1ccc2c(c1)N(C(=O)CN(CC)CC)c1ccccc1CC2,-1,-18,4,0,10,-35,3,-2,0,-25
CC1CCN(c2c(NCC3CCC(C(=O)N4CCCC(C)C4)CC3)c(=O)c2=O)CC1 (stereo not drawn),-3,-6,18,-11,5,3,-3,3,-2,-17
COc1ccccc1C(=O)NC(=O)COC(=O)Cn1cnc2c1c(=O)n(C)c(=O)n2C,x,0,-3,11,3,4,x,-1,-3,x
Cc1ccc(CNC(=O)CCc2nnc(Cc3ccc(-c4ccccc4)cc3)o2)o1,3,7,6,-2,2,11,4,1,0,-4

# Screens from PubChem.
